# S3 lipid droplet = qHTS Assay for Lipid Storage Modulators in Drosophila S3 Cells. 0.64% of 320,000 active. Drosophila S3 cells, BODIPY lipid droplet fluorescence, 18-24 h; cells fed with added oleic acid. Potency in µM for hits, for the others lipid storage change, negative = inhibition, % at the top dose, mostly 46.1 µM; active = well fitted inhibition curve with a large enough effect in the signal ratio, with a control signal flat, not every such curve was filed as active; inconclusive = small, poorly fitted or top-dose-only effect, or effect the other way, or a change in a side signal; the % refers to the signal ratio
#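 Drosophila S3 cells got compounds at several concentrations plus oleic acid (400 uM solution). Laser-scanning cytometry with 488 nm excitation read lipid droplets at 500-530 nm and cells at 575-640 nm. Percent activity was relative to 20 uM Triacsin C.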
# S3 lipid droplet cell count max = recorded beside S3 lipid droplet, whose call it bears; cell number change, %; measured here: cell count max response;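 cells counted by Cell Tracker Red CMTPX staining in the red channel; peak over a dose series mostly up to 46.1 µM; percent activity relative to internal control wells on each plate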
# * = called active by the depositor; i = inactive; ? = inconclusive; · = no result given. % is scaled to controls: 0 for no effect and ±100 for the full control effect; potency is read from the fitted curve at half-maximal effect. Only part of the results is shown; the hit share may differ from the screen's.
# Value order: S3 lipid droplet	S3 lipid droplet cell count max
COc1ccc(NC(=O)N(C2CCCCC2)C(C)c2cccnc2)c(OC)c1 (centres undefined)
    ?	·
O=C(COC(=O)c1cccs1)NCC1CCCCC1
    ?	·
COCCN(C(=S)Nc1c(C)cc(C)cc1C)C(C)c1cccnc1 (centres undefined)
    -0.3%	1.8
O=C(CCNC(=O)c1ccc(Cl)cc1)NC1CCCCCC1
    ?	·
CCCCOC(=O)c1ccc(NC(=O)CN2C(=O)NC3(CCCCCC3)C2=O)cc1
    ?	·
O=C(C1CCCCC1)N1CCCc2ccccc21
    ?	·
c1ccc2[nH]c(SCc3cn4ccccc4n3)nc2c1
    -3.7%	1.9
C=CCN(c1ccccc1)S(=O)(=O)c1cccc(C(=O)NCC(c2ccccc2OC)N2CCCC2)c1 (centres undefined)
    1.9%	-13.3
CCCc1nc(NCC2CCCO2)c2nnn(Cc3ccccc3)c2n1 (centres undefined)
    4.5%	-8.4
O=C(COC(=O)c1ccco1)Nc1nc2ccccc2s1
    -11.4%	-1.9
O=C(COc1nsnc1N1CCOCC1)Nc1ccccc1Cl
    ?	·
O=C(COC(=O)CCc1ccc(S(=O)(=O)N2CCOCC2)cc1)Nc1ncc(C(F)(F)F)cc1Cl
    ?	·
CCOc1ccc(-n2nc3c(SCCN4CCCC4)nnc(C)c3c2C)cc1
    ?	·
CCC(C)Sc1ccc(-c2nc3cnccn3c2NC2CCCCC2)cc1 (centres undefined)
    ?	·
CCC(C)c1c(O)nc(SCc2ccccc2)[nH]c1=O (centres undefined)
    ?	·
CCc1ccc(-c2nc(CS(=O)CC(=O)NCCN3CCCCCC3)c(C)o2)cc1 (centres undefined)
    ?	·
CC(=O)Nc1cccc(NC(=O)c2csc(C)c2)c1
    ?	·
O=C(Nc1nnc(CC2=CCCCC2)s1)c1cccs1
    ?	·
COCC(=O)Nc1nnc(-c2ccc(C(C)(C)C)cc2)s1
    ?	·
CCC(=O)N(C(=O)CC)N1CCN(c2ccncc2S(=O)(=O)N2CCCCC2)CC1
    ?	·
O=C(/C=C/c1ccccc1)Nc1nnc(SCC(=O)c2ccc3ccccc3c2)s1
    6.3%	8.5
COc1ccc([N+](=O)[O-])cc1N1C(=O)c2cccnc2C1=O
    ?	·
O=C(O)CCCC(=O)NCCc1cccc(Cl)c1
    ?	·
CCN1CCN(C(CNS(=O)(=O)c2ccccc2)c2ccccc2)CC1 (centres undefined)
    ?	·
O=C(O)COc1ccc(=O)n(-c2ccccc2)n1
    i	-23.2
O=S(=O)(c1ccc(Br)cc1)c1nc(-c2ccccc2)oc1N1CCOCC1
    -17.8%	17.4
CN(C)c1ccc(C=NCC2COc3ccccc3O2)cc1 (centres undefined)
    ?	·
COc1ccc(NC(=O)C(CC(C)C)NC(=O)C2CCCCC2)c(OC)c1 (centres undefined)
    -6.7%	-5.8
Cc1cccc2sc(N(CCCN3CCOCC3)C(=O)CS(=O)(=O)c3ccc(F)cc3)nc12
    ?	·
CC(NS(=O)(=O)c1ccc(OCC(=O)N2CCOCC2)c(Cl)c1)c1ccccc1 (centres undefined)
    -6.0%	-4.7

# (further entries)
# Value order: S3 lipid droplet	S3 lipid droplet cell count max
O=C(NC1CCCCCCC1)c1ccccc1-c1ccccc1
    18.2%	20.6
Cc1cc(C)n(-c2nc(NCC3CCCO3)c3c4c(sc3n2)COC(C)(C)C4)n1 (centres undefined)
    ?	·
O=C(NC1CCCCC1)C1CCCN1C(=O)NCc1ccccc1 (centres undefined)
    ?	·
CC(=O)OC[C@H]1O[C@@H](n2ncc(=O)[nH]c2=O)[C@H](OC(C)=O)[C@@H]1OC(C)=O
    ?	·
O=C1c2ccccc2C(O)N1c1ccccc1 (centres undefined)
    -2.6%	-20.0
NC(=O)C1CCN(c2ccc([N+](=O)[O-])cc2Cl)CC1
    ?	·
NC(=O)NC(=O)COC(=O)CCSc1ccccc1
    ?	·
O=C(Cc1ccc(S(=O)(=O)N2CCOCC2)s1)OCc1ccc(Cl)cc1
    10.5%	5.0
O=C(N/N=C/c1ccc([N+](=O)[O-])o1)C(=O)Nc1ccc(C(=O)O)cc1
    13.1%	8.3
Cc1ccnc(NCn2nnc3ccccc32)c1
    ?	·
COc1ccccc1NC(=O)c1ccc(CSc2ccccc2)o1
    ?	·
CC(C(=O)Nc1ccccc1C(F)(F)F)N1CCN(C)CC1 (centres undefined)
    ?	·
CC(=C/c1ccco1)/C=N/NC(=O)CSc1nnc(SCc2ccc(C)cc2)s1
    ?	·
COC(=O)c1ccc(-c2noc(CN3CCCC(CNC(C)=O)C3)n2)cc1 (centres undefined)
    i	13.5
CCNC(=O)COC(=O)CCC(=O)c1cccs1
    ?	·
CS(=O)(=O)c1nc(S(=O)(=O)c2ccc(Cl)cc2)c(N2CCOCC2)s1
    ?	·
COc1ccc(Br)c(C(=O)NNC(=O)c2ccc(NS(=O)(=O)c3cccs3)cc2)c1
    -6.3%	-5.1
CC(C)n1c(=O)n(CC(=O)NCC2CCCO2)c(=O)c2c3c(sc21)COC(C)(C)C3 (centres undefined)
    ?	·
CCOc1c(C)cnc2c1c(=O)n(Cc1cccc(Cl)c1)c(=O)n2C
    i	-9.8
CCOc1ccc(C(=O)C(C)OC(=O)C2CCN(c3ccc(C(F)(F)F)cn3)CC2)cc1 (centres undefined)
    7.2%	7.0
O=C(O)CCCCCNc1ncnc2ccc(Br)cc12
    19.3%	17.4
CN1/C(=C\C(=O)CSc2nnc(N)s2)C(C)(C)c2ccccc21
    ?	·
Cc1ccc(CS(=O)Cc2ccc(C(=O)N3CCN(c4ccc(F)cc4)CC3)o2)cc1 (centres undefined)
    i	14.9
NC(=O)C1(N2CCCCC2)CCN(c2nc(-c3ccc(Br)cc3)cs2)CC1
    ?	·
COc1ccc(CCNC(=O)CSc2nc3[nH]ncc3c(=O)n2-c2ccccc2Br)cc1OC
    -5.9%	·
CCN(CC(=O)Nc1ccccc1OC)C(=O)Cn1cnc2ccccc2c1=O
    13.4%	17.6
N#Cc1cc2c(nc1SCC(=O)Nc1nccs1)CCCCC2
    ?	·
O=C(CSc1ccc2nnc(-c3cccnc3)n2n1)Nc1cccc(F)c1
    ?	·
COc1ccc2cc(C(=O)COC(=O)COc3ccc4c(C)cc(=O)oc4c3)ccc2c1
    ?	·
CCCCNC(=O)COC(=O)c1ccc(N(C)C)cc1
    ?	·

# Next section:
# Value order: S3 lipid droplet	S3 lipid droplet cell count max
CC(C)N=C(NS(=O)(=O)c1ccc(Br)cc1)c1ccc(Cl)cc1
    ?	·
CC1=C([N+](=O)[O-])C(c2ccc3c(c2)OCO3)N(C)C(=O)N1C (centres undefined)
    ?	·
O=C(Cn1c(=O)n(CCC(=O)N2CCc3ccccc3C2)c(=O)c2ccccc21)NCC1CCCO1 (centres undefined)
    i	-0.2
O=C(c1ccc2nccnc2c1)N1CCN(c2cccc(C(F)(F)F)c2)CC1
    ?	·
COc1ccc(-c2c(-c3ccc4c(c3)OCO4)noc2C)cn1
    ?	·
CS(=O)(=O)N1CCC(C(=O)Nc2ccccc2Sc2ccccc2)CC1
    ?	·
O=C(Nc1cccnc1)c1cccc(S(=O)(=O)N2CCCC2)c1
    6.9%	-5.5
CCc1ccc(OCC(=O)Nc2ccc(CN3CCCCC3)cc2)cc1
    1.7%	-4.7
CC1CN(CCn2cnc3c(N)ncnc32)CC(C)O1 (centres undefined)
    -1.1%	4.4
C/C(=N\NC(=O)c1ccc(NS(=O)(=O)c2cccs2)cc1)c1ccc(C(C)(C)C)cc1
    ?	·
COCc1cc(=O)[nH]c(Cc2c(Cl)cccc2Cl)n1
    0.5%	1.1
COc1ccc(-c2ccc(-c3noc(-c4ccccc4)n3)c(OC)n2)cc1
    ?	·
C[C@H](NC(=O)c1nc[nH]c1C(=O)N[C@@H](Cc1ccccc1)C(=O)OC(C)(C)C)C(=O)OCc1ccccc1
    14.6µM*	26.3*
CC(NC(=O)C(C)N1c2cccc3cccc(c23)S1(=O)=O)c1ccccc1 (centres undefined)
    ?	·
COc1ccccc1-n1c(SCC(=O)Nc2cc(C)on2)nc2c([nH]c3ccccc32)c1=O
    i	-20.1
O=C(NC(Cc1c[nH]c2ccccc12)C(=O)O)/C(=C\c1ccccc1)NC(=O)c1ccccc1 (centres undefined)
    i	-21.1
CN(CC(=O)Nc1cccc(F)c1)C(=O)c1ccc2c(c1)S(=O)(=O)N=C1CCCCCN12
    ?	·
O=C(CNC(=O)c1cccs1)N=Nc1c(O)[nH]c2ccc([N+](=O)[O-])cc12
    ?	·
COCCC(=O)N1CCC(Oc2ccc(C(=O)NCCCC3CCCC3)cc2)CC1
    ?	·
COc1ccccc1N(C)S(=O)(=O)c1ccc(C(=O)NCC(C)C)cc1
    i	·
Cc1ncc(CN2CCCC(C(=O)Nc3ccc(-c4cccc(F)c4)cc3)C2)n1C (centres undefined)
    ?	·
Nc1nc2ccc(C(=O)N3CCCCC3)cc2s1
    ?	·
O=C(CN1CCCC1)Nc1cccc(Cl)c1Cl
    ?	·
CC(C)(C)OC(=O)N[C@@H](C(=O)OC(C)(C)C)c1ccc2ccccc2c1
    ?	·
COCC(=O)N(Cc1ccco1)c1nnc(C2CCOC2)s1 (centres undefined)
    ?	·
COc1ccc(OCc2nnc3n2N=C(c2ccc(Br)cc2)CS3)cc1
    ?	·
CCNC(=S)N/N=C(\C)c1cccc(C(F)(F)F)c1
    0.2%	-26.5
COc1cc(NC(=O)c2cc3cccc(OC)c3o2)cc(C(=O)Nc2cccc(C(F)(F)F)c2)c1
    11.7%	9.5
Cc1onc(-c2ccccc2)c1C(=O)NNC(=O)c1ccccc1Br
    ?	·
COc1ccccc1OCc1nnc(SCC(=O)N2CCCCC2)n1-c1ccccc1
    ?	·

# (more compounds)
# Value order: S3 lipid droplet	S3 lipid droplet cell count max
COc1cc(-c2nnc(COC(=O)CSc3cc(C)c4ccccc4n3)o2)cc(OC)c1OC
    i	-3.9
CCCCNC(=O)[C@H](Cc1c[nH]c2ccccc12)NC(=O)c1ccccc1Cl
    ?	·
Cc1ccccc1OCC(=O)Nc1ccc(N2CCN(C(=O)c3ccco3)CC2)cc1
    i	-9.2
O=C(CCn1c(=S)[nH]c2ccccc2c1=O)NCC1CCCO1 (centres undefined)
    ?	·
CCOC(=O)c1cc(CC)sc1NC(=O)c1ccc(N2CCOCC2)c([N+](=O)[O-])c1
    24.9%	24.5
N/C(CCS(=O)(=O)c1ccc(Cl)cc1)=N\OC(=O)c1ccccc1Cl
    -0.5%	-8.6
O=C(Cc1ccc(Cl)cc1Cl)NCc1cccnc1
    -6.1%	10.5
COCCn1c(-c2ccco2)nc2nc3ccccc3nc21
    ?	·
Cc1sc2ncnc(N3CCC(C(=O)NNC(=O)c4ccc(Cl)cc4)CC3)c2c1C
    ?	·
CCCn1nc(NS(=O)(=O)c2ccccc2)c2cc3ccccc3nc21
    ?	·
CC1(C)Cc2ccccc2C(=C(C#N)C#N)N1
    3.8%	-14.6
O=C1C2CC(O)CN2C(=S)N1Cc1ccccc1 (centres undefined)
    15.5%	·
COC(=O)c1ccccc1NC(=O)CSc1nnc(-c2ccncc2)o1
    -29.0%	-11.6
Fc1ccccc1COc1ccc(Br)cc1CNCc1ccncc1
    ?	·
N#CCCn1cc(C(N)=O)c(-c2cccs2)n1
    i	8.3
COc1ccc(N(C(=O)c2snc(C(N)=O)c2N)C(C(=O)NCc2ccccc2)c2ccc(O)cc2)cc1OC (centres undefined)
    ?	·
O=C(CN1C(=O)COc2ccccc21)N1CCc2ccccc21
    7.3%	-11.6
Cc1ccc(NS(=O)(=O)c2cccc(C(=O)N/N=C/c3ccc4c(c3)OCCO4)c2)c(C)c1
    ?	·
C/C(=N/Nc1ccccc1[N+](=O)[O-])c1ccc([N+](=O)[O-])cc1
    7.5%	22.2
C/C(=N\NC(=O)COc1ccc(C)cc1[N+](=O)[O-])c1cccs1
    i	·
NC(=O)c1nsc(C(=O)N(c2cccc(F)c2)C(C(=O)NCC2CCCO2)c2c[nH]c3ccccc23)c1N (centres undefined)
    ?	·
S=C(NCCc1ccccn1)Nc1ccccc1Cl
    -21.1%	-16.7
Cc1ccc(C(=O)NCc2ccccn2)c(Cl)c1
    ?	·
COc1ccccc1CNC(=O)COC(=O)CCN=C1NS(=O)(=O)c2ccccc21
    ?	·
CCOC(=O)c1cnc2ccc(OC)cc2c1NCCc1ccc(OC)c(OC)c1
    16.2%	0.1
Cc1c(NC(=O)c2ccc(N(Cc3ccccc3)S(C)(=O)=O)cc2)c(=O)n(-c2ccccc2)n1C
    -4.1%	1.6
COc1ccc(CCNCc2csc3nc4ccccc4n23)cc1OC
    ?	·

# Screens deposited in PubChem by National Center for Advancing Translational Sciences (NCATS).
